Bioassay records (PubChem)
ARNT-TACC3 inh: disruptors of ARNT/TACC3 protein interaction, primary screen, biochemical, AlphaScreen, single concentration; inhibition, % at 9.99 µM; Transforming acidic coiled-coil-containing protein 3 (Homo sapiens), Q9Y6A5; AlphaScreen His-ARNT PAS-B/GST-TACC3 binding, luminescence; TACC3 fragment carries E629A point mutation; AID 623870, 2012; hit rate 0.66% among 390,000;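 active means mean inhibition of replicates at least 50% and at least half of replicates each reaching 50%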;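 further: 0% = complete ARNT plus TACC3 wells and 100% = ARNT alone without TACC3; many hits fall short of the cut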
Active calls of the source: *. Some of the compounds tested; rates above refer to the full screens.

ARNT-TACC3 inh | SMILES
-2.3 | CCOc1ccc(/C=C/C(=O)Nc2ccc(N3CCOCC3)cc2)cc1
-1.5 | COC(=O)c1sccc1NC(=O)Cn1nnc(-c2ccc(C)cc2)n1
-1.3 | CC(C)NC(=O)CN(CCc1ccccc1)S(C)(=O)=O
-5.4 | O=C1N=C(N2CCCC2)S/C1=C\c1cccc(Br)c1
-1.6 | Cc1ccc(NC(=O)C2CCCN(S(=O)(=O)c3cccs3)C2)cc1 (stereo not drawn)
8.6 | COc1ccc(/C=N/NC(N)=S)cc1OC(=O)c1cccc2ccccc12
-28.7 | S=P(c1ccc(N2CCOCC2)cc1N1CCOCC1)(N1CCOCC1)N1CCOCC1
-4.3 | CC(=O)NC1CC2CCCC(C1)N2CC(=O)NCc1ccc(F)cc1 (stereo not drawn)
-3.0 | CCCCNC(=O)CN(C1CCCCC1)S(C)(=O)=O
-1.9 | CCOC(=O)CN1C(=O)S/C(=C/c2ccc(N3CCCCC3)o2)C1=O
12.8 | CCOC(=O)Cc1csc(NC(=O)CSc2nnnn2-c2ccc(CC)cc2)n1
3.5 | CCOc1ccc(N2C(=O)CS/C2=C(\C(Cl)=C(Cl)Cl)[N+](=O)[O-])cc1
17.6 | COc1ccc(Cc2nc(C(=O)NCc3ccccc3OC)cs2)cc1
0.0 | Cc1ccccc1OCc1nc(-c2ccc(NC(=O)c3ccco3)cc2)no1
25.8 | Cc1cc(C)n(-c2nc3c(c(=O)[nH]c(=O)n3C)n2CCc2ccccc2)n1
31.9 | Nc1ccc(Nc2ccncc2[N+](=O)[O-])cc1
-4.8 | OC(CNCc1cccs1)c1ccccc1 (stereo not drawn)
1.2 | CCCCOc1ccc(CSc2n[nH]c(C)n2)cc1
-7.0 | CCCC(=O)Nc1ccccc1-c1nnn(CC(=O)Nc2ccc(OC)cc2)n1
23.6 | C#CCOCCOCCOCCNc1nc(N2CCN(C(=O)[C@H]([C@@H](C)CC)n3cc([C@@H](N)CC(C)C)nn3)CC2)nc(N2CCN(C(=O)[C@H](CCCCN)n3cc([C@@H](N)C(C)CC)nn3)CC2)n1 (stereo partly drawn)
-5.9 | CC(C)CCn1cnc2c([nH]c3cccc(Cl)c32)c1=O
4.5 | CCCCc1cc(=O)oc2cc(OCc3nn[nH]n3)c(Cl)cc12
5.9 | Cc1ccc(NC(=O)CS(=O)CC(=O)N(C2CCCC2)C(C)C(=O)NC2CCCCC2)cc1 (stereo not drawn)
-22.7 | Cc1cc(C)c(S(=O)(=O)c2c(C)cccc2C)c(OCC(C)C)n1
-1.6 | CCCCn1nnc(NC(=O)CC23CC4CC(CC(C4)C2)C3)n1
-1.1 | CC1(C)CC(=O)C(C=NCCc2ccc(S(N)(=O)=O)cc2)=C(O)C1
0.0 | O=C(C1=C(O)C(=O)N(CCc2ccccc2)C1c1cccnc1)c1ccco1 (stereo not drawn)
-4.5 | Cc1cc(C)n2nc(C(=O)NCc3ccccc3)nc2n1
3.0 | COC(=O)N1[C@H](Cc2ccccc2)C=C[C@]1(C)C(=O)NCc1ccccn1
1.8 | O=C(CN(c1ccccc1)S(=O)(=O)c1ccccc1)N1CCN(Cc2ccc3c(c2)OCO3)CC1
2.6 | NC(=S)c1cc2ccc(O)cc2oc1=O
-11.1 | CN1CCN(/C=N/c2c(C#N)cnn2Cc2ccccc2)CC1
3.9 | O=C(CSc1nnc(-c2ccncc2)n1-c1ccc(Cl)cc1)N1CCOCC1
-3.1 | CS(=O)(=O)Nc1ccc(S(=O)(=O)Nc2nccs2)cc1
-2.8 | COc1ccc(-c2c(-c3cc(OC)c(OC)c(OC)c3)noc2C)cn1
-0.5 | COC(=O)c1nn(-c2ccccc2)c(Sc2ccc(OC)cc2)c1/C=N/O
0.7 | Cc1cc(O)c(C=Nc2ccc(Cl)cn2)c(=O)o1
-4.8 | Cc1cccc(NC(=O)CSc2nnc(CCC(=O)Nc3ccc(C)c(Cl)c3)n2C)c1
-9.6 | CC(C)c1ccc(C(=O)N(c2ccccn2)C(C)c2ccco2)cc1 (stereo not drawn)
-1.8 | CCn1c(SCC(=O)OC(C)C)nnc1-c1cccc(Cl)c1
3.0 | CN1CC(c2ccc(C#N)cc2)C2(COc3ccccc3C2=O)C12C(=O)Nc1ccccc12 (stereo not drawn)
1.0 | O=S1(=O)C=C(N2CCCCC2)c2ccccc21
-5.3 | O=C(NC1CCCCC1)C1CCCN(S(=O)(=O)c2cccs2)C1 (stereo not drawn)
39.6 | COc1ccc(Nc2nc(N3CCCC3)c3ccccc3n2)cc1
-13.3 | CCOc1ccc(CNc2ccc(N3CCOCC3)c(C(=O)O)c2)cc1
-2.7 | Cc1nn(CC(=O)NCC2CCCO2)c(=O)c2ccccc12 (stereo not drawn)
12.4 | CCOC(=O)Cc1cc(=O)n2[nH]c(C)c(-c3ccc(OC)cc3)c2n1
-1.4 | COC(=O)[C@H](C)NC(=O)Nc1cc(OC)ccc1OC
-8.6 | CN(Cc1ccccc1)Cc1nc2c(c(=O)n(C)c(=O)n2C)n1CCCc1ccccc1
-2.3 | COc1ccc(Cl)cc1C(=O)N1CCN(c2ccccn2)CC1
-4.0 | O=S(=O)(CCc1nc2ccccc2o1)c1ccc(Cl)c(Cl)c1
-1.8 | O=C(OCCN1C(=O)c2ccccc2C1=O)C1CCN(S(=O)(=O)c2cccs2)CC1
4.2 | CC(C)c1onc(C(=O)N2CCN(c3ccc(F)cc3)CC2)c1[N+](=O)[O-]
-17.9 | CCOC(=O)N1CCN(C(=O)c2ccc(Cl)c(S(=O)(=O)Nc3ccccc3)c2)CC1
-2.7 | Cc1ccc(S(N)(=O)=O)cc1NC(=O)/C=C/c1cccs1
2.4 | COc1cc(S(=O)(=O)N2CCOCC2)ccc1NC(=O)c1cc2c(s1)CCC2
20.7 | COc1ccc(NC(=O)c2cc(OC)c(OC)cc2OC)c(S(=O)(=O)N2CCOCC2)c1
-9.8 | COc1cccc(C2CC(C(F)(F)F)n3ncc(C(=O)O)c3N2)c1 (stereo not drawn)
-0.8 | Cn1nnc(NC(=O)c2ccco2)n1
-17.3 | CCCS(=O)(=O)N1CCCC(C(=O)NCCCN(Cc2ccccc2)C(C)C)C1 (stereo not drawn)

Part of the list above in order of number of heavy atoms, ascending:
ARNT-TACC3 inh | SMILES
-2.7 | Cc1ccc(S(N)(=O)=O)cc1NC(=O)/C=C/c1cccs1
-4.0 | O=S(=O)(CCc1nc2ccccc2o1)c1ccc(Cl)c(Cl)c1
-7.0 | CCCC(=O)Nc1ccccc1-c1nnn(CC(=O)Nc2ccc(OC)cc2)n1
1.8 | O=C(CN(c1ccccc1)S(=O)(=O)c1ccccc1)N1CCN(Cc2ccc3c(c2)OCO3)CC1

The list continues:
ARNT-TACC3 inh | SMILES
1.2 | Cc1ccc(N2CCN(CC(O)COC3CCCCC3)CC2)cc1 (stereo not drawn)
3.2 | N/C(CC(=O)NCCOc1ccccc1)=N\O
-4.7 | Cc1cccc(NC(=O)CCSc2nncn2C)c1
-0.3 | O=C(CN1C(=O)c2cccc3cccc1c23)NCc1cccnc1
-1.4 | CCCCOc1cccc(C(=O)N(Cc2cccs2)C2CCS(=O)(=O)C2)c1 (stereo not drawn)
6.2 | O=C(CCCC(=O)n1cnc2ccccc21)n1cnc2ccccc21
9.9 | CC1(C)N=C(C(=O)c2ccccc2)N(O)C1(C)O (stereo not drawn)
-1.8 | Cc1cccc(N2CCN(C(=O)c3ccc(N4CCCC4=O)cc3)CC2)c1C
1.7 | Cc1ccc2[nH]c(=O)c(C(c3nnnn3C(C)(C)C)N3CCN(C(=O)c4ccco4)CC3)cc2c1 (stereo not drawn)
17.9 | CN(C)c1ccc(N/C=C/C(=O)c2ccc(F)cc2)cc1
-4.5 | O=C(NCC(=O)N(c1ccc2c(c1)OCO2)C(C(=O)NC1CCCC1)c1cccs1)c1ccco1 (stereo not drawn)
0.9 | CCOc1ccccc1C(=O)NCCC(=O)O
-5.3 | CN(C)c1nc(SCC#N)nc(N(C)C)n1
21.1 | COc1ccc(NC(=O)CCn2cccc2)cc1
31.4 | CCOC(=O)COc1ccc(C2NC(C(=O)O)CS2)cc1 (stereo not drawn)
-8.1 | O=C(Nc1ccccc1F)NC1CCN(Cc2nnnn2Cc2ccc(F)cc2)CC1
-7.0 | CCn1c(COc2ccccc2)nnc1SCC(=O)C(C)(C)C
-23.1 | COc1ccc(CN2CCN(S(=O)(=O)c3ccc(F)cc3)CC2)cc1OC
0.9 | O=C(c1ccc(-c2ccccc2)cc1)N1CCN(Cc2ccccn2)CC1
-3.0 | Cc1cccc(OCC(=O)Nc2ccc(S(=O)(=O)N3CCN(C)CC3)cc2)c1
1.9 | COc1ccc(CCNC(=O)c2ccc3c(c2)NC(=O)C(N2CCOCC2)S3)cc1OC (stereo not drawn)
1.2 | Cc1cccn2c(N)c(-c3ccccc3)nc12
-6.8 | COc1ccc(C2(C(N)=O)CCCCC2)cc1OC
0.6 | CCCN(Cc1ccc(N(C)C)cc1)CC1CC1
-14.6 | COc1ccccc1NC(=O)c1ccc2nc(-c3ccccc3)c(-c3ccccc3)nc2c1
-0.2 | CCCC1(CCC)NC(=O)NC1=O
-3.3 | Cc1cccc(CN2C(=O)CCSc3ccc(Cl)cc32)c1
-14.9 | Cc1c(C)c2ccc(OCC(=O)N3CCN(c4ccccc4)CC3)cc2oc1=O
1.4 | Cc1c(C(=O)NC2CCCc3ccccc32)oc2ccc(S(=O)(=O)N3CCCC3)cc12 (stereo not drawn)
-5.9 | Cc1ccc2[nH]c(=O)c(CN(CC3CCCO3)C(=O)c3ccncc3)cc2c1 (stereo not drawn)
-4.1 | CC(=O)N1CCC(O)(c2cccc(C(F)(F)F)c2)CC1
2.6 | COc1ccccc1-c1c(C)nn2c(N3CCC4(CC3)OCCO4)cc(C)nc12
1.9 | COc1ccc(C2=CC3=C(Br)C(=O)C(C)(OC(=O)c4ccco4)C(=O)C3=CO2)cc1 (stereo not drawn)
0.8 | COc1ccc(NCc2nnc(SCC(=O)NCc3ccco3)n2-c2ccccc2OC)cc1
-1.6 | CC(=O)N1c2ccc(Cl)cc2C2C=CCC2C1c1cccc2ccccc12 (stereo not drawn)
-13.3 | CCOC(=O)C(CCCOc1ccccc1C)C(=O)OCC
-6.7 | C/C=C(\C)CN1CCN(c2cccc(C)c2C)CC1
-0.6 | Cc1ccc(CC2CC(=O)N(Cc3ccco3)C2=O)cc1 (stereo not drawn)
2.2 | O=c1[nH]c2ccc(Cl)cc2c(-c2ccccc2)c1SC(=S)N1CCCCC1
-6.8 | CCCCCOC(=O)c1c(N)n(CCOC)c2nc3ccccc3nc12

Ordered by the number under ARNT-TACC3 inh (largest number first): some entries from above
Molecule | ARNT-TACC3 inh
COc1ccc(CCNC(=O)c2ccc3c(c2)NC(=O)C(N2CCOCC2)S3)cc1OC (stereo not drawn) | 1.9
Cc1c(C(=O)NC2CCCc3ccccc32)oc2ccc(S(=O)(=O)N3CCCC3)cc12 (stereo not drawn) | 1.4
Cc1ccc(CC2CC(=O)N(Cc3ccco3)C2=O)cc1 (stereo not drawn) | -0.6
Cc1cccc(CN2C(=O)CCSc3ccc(Cl)cc32)c1 | -3.3

The list goes on:
ARNT-TACC3 inh | SMILES
4.1 | O=C(CSc1nccn1-c1ccc(F)cc1)NCc1ccc2c(c1)OCO2
-5.1 | CCOc1cc(C(=O)Nc2cc(=O)n(C)c(=O)n2C)cc(OCC)c1OCC
-1.4 | COc1ccc2occ(C(=O)c3coc4ccc(O)c(CN(C)C)c34)c2c1
-1.5 | CC(=O)Cc1nsc(Nc2ccccc2)n1
-1.7 | Cc1nnc(SCC(=O)Nc2cccc(C(F)(F)F)c2)n1Cc1ccco1
-5.9 | CCOC(=O)C(NC(=O)c1ccc(OC)cc1)(Nc1cc(C)on1)C(F)(F)F (stereo not drawn)
-1.2 | c1ccc(CSc2ncnc3c2oc2ccccc23)cc1
-2.0 | O=C(Nc1ccncc1)c1ccc2c(c1)C(=O)N(C1CCCCC1)C2=O
-2.1 | CS(=O)(=O)N(CC(=O)Nc1c(F)cccc1F)c1cccc([N+](=O)[O-])c1
-6.1 | CCOc1ccc(Br)cc1S(=O)(=O)Nc1ccccc1N1CCOCC1
21.1 | CCOc1ccc2noc3c2c1C(=O)c1ccccc1-3
-2.2 | COCc1cc(=O)n2c(-c3ccccc3OC)n[nH]c2n1
0.1 | CCC(C)(C)n1nnnc1C(C(C)C)N(Cc1ccco1)Cc1cc2cc3c(cc2[nH]c1=O)OCO3 (stereo not drawn)
-2.9 | COc1ccc(N2CCN(C(=O)CSc3nnc(-c4ccc5[nH]c(C)c(C)c5c4)o3)CC2)cc1
-7.7 | CCC(CC)c1nnc(NC(=O)C2COc3ccccc3O2)s1 (stereo not drawn)
-1.9 | Cc1cc(C)c(NC(=O)CS(=O)CC(=O)NCC2CCCO2)c(C)c1 (stereo not drawn)
5.4 | O=c1cc(NCc2ccco2)c2ccccc2o1
-5.2 | Cc1n[nH]c(C)c1S(=O)(=O)N1CCCC(C(=O)NCc2cccs2)C1 (stereo not drawn)
8.3 | Cc1ccc(S(=O)(=O)N(CC(=O)N2CCCCCC2)c2ccccc2)cc1
-2.2 | CC1(C)CC(=O)C(C=NC(CCC(N)=O)C(=O)O)=C(O)C1 (stereo not drawn)
0.9 | CSc1nnc(-c2cnccn2)n1Cc1ccccc1
5.3 | O=C(CCN1C(=O)c2ccccc2S1(=O)=O)Nc1nc2c(s1)CCCC2
-2.8 | O=C(NCCc1ccccc1Cl)c1cc(COc2ccc(F)cc2F)on1
-5.8 | CSc1nc(-c2ccccc2)[nH]c(=S)c1C(C)=O
1.4 | COc1ccc(S(N)(=O)=O)cc1C(=O)NCCCN1CCN(c2ccc(C)cc2)CC1
-1.7 | Brc1cccc(-c2nnc3n2CCCCC3)c1
-5.2 | CCC(=O)Nc1cccc2c1C(=O)N(C)C2=O
-3.2 | C=CCOc1c(OC)cc(Cl)cc1C1NC(=O)NC(C)=C1C(C)=O (stereo not drawn)
-1.8 | CN1CC[n+]2c(CN3C(=O)c4ccccc4C3=O)csc21
5.9 | COc1cc2cc3c(N)c(C(=O)NCc4ccco4)sc3nc2cc1OC
13.9 | Cc1ccc2c(c1)[nH]c1c(N3CCN(Cc4ccccc4)CC3)ncnc12
